Screening data deposited in PubChem BioAssay by National Center for Advancing Translational Sciences (NCATS).
Menin-MLL TR inh: menin-MLL binding inhibition, Texas Red mutant peptide; O00255; Menin + Texas Red MLL mutant peptide, fluorescence polarization; Potency, µM (doses to about 61.6 µM), for the others: top-dose FP activity change, negative = inhibition, actives largely listed as inhibitors; 270,000 tested, 0.23% active; AID 1768; active = well fitted inhibition curve with a large enough effect in the polarisation, with a control signal flat, not every such curve was filed as active; inconclusive = small, poorly fitted or top-dose-only effect, or effect the other way, or a change in a side signal; inactive = no such curve, though single readings can be large or run the other way; the % refers to the polarisation; note: potency is the fitted concentration of half-maximal effect; % of control where 0% means no effect; many of its hits are not listed in these tables
Giardia kill: Giardia lamblia killing | 340,000 tested, 0.15% active | Giardia lamblia trophozoite viability | activity change, % at 7.66 µM, hits read low; in the data active = activity change below about -80%; inconclusive = between about -30% and that limit;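 note: parasites exposed to compound for two days anaerobically before the ATP read; % is set by controls: 0 for no effect and ±100 for the full control effect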
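Anaerobic 48 hrs incubation at 37 deg C of 100 trophozoites/well with test compounds; ATPLite 1-Step luminescence, 15-30 min RT, reports cellular ATP as viability.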
FLuc counter: inhibits or activates purified firefly luciferase, miR-21 counter-screen; purified FLuc, Km substrates, luminescence inhibition; Potency, µM (doses to about 57.5 µM), for inactives: at the top dose activity change, negative = inhibition, most hits filed as inhibitors; 360,000 tested, 6.9% active; AID 588342;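 note: potency is the fitted concentration of half-maximal effect; plate controls were vehicle for no effect and reference inhibitor for full effect; nearly all actives have a fitted effect of over 55% in size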
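Purified P. pyralis luciferase (10nM final) with 10uM D-luciferin and 10uM ATP (Km levels) in 50mM Tris acetate pH 7.5, 10mM Mg acetate, 0.01% Tween-20, 0.05% BSA; qHTS 6-point titration, ~60 µM downward; luminescence read.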
Gal4-VP16 FLuc: Gal4-VP16 reporter inhibition counter-screen | 310,000 tested, 3.5% active | Drosophila S2 Gal4-VP16 UAS-luciferase, luminescence, 20 h | Potency, µM (series often up to 53.6 µM), for inactives: at the top dose activity, negative = inhibition, hits mostly inhibitors;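 note: Gal4-VP16 expression switched on by copper sulfate through the metallothionein promoter; potency is the fitted concentration of half-maximal effect; % is set by controls: 0 for no effect and ±100 for the full control effect; nearly all actives have a fitted effect of over 50% in size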
p53 reactivator: mutant p53 re-activation in reporter cells | H1299 p53-A138V BP100-luciferase reporter, luminescence, 24 h | Potency, µM (doses to about 92.2 µM), for the others: top-dose activity change, positive = activation, most hits filed as activators | 320,000 tested, 0.063% active; note: potency is the fitted concentration of half-maximal effect; % of control where 0% means no effect; nearly all actives have a fitted effect of over 45% in size
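H1299 (p53-null), stable ts p53-A138V + BP100-Luc; 1000 cells/well, Opti-MEM/10% FBS; cpd 4 pt, 1:5; 24 h, 37 deg C, 5% CO2; detection reagent 10 min RT; luminescence.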
BRCA1 expr act: increases BRCA1 expression. 380,000 tested, 1.1% active. MCF7-BRCA1-FFLuc reporter, luminescence, 48 h; response scale: scaled: vehicle 0%, 10 µM genistein 100%. Potency, µM (series often up to 46.1 µM), for inactives: top-dose activation, usual class: activators; note: potency is the fitted concentration of half-maximal effect; nearly all actives have a fitted effect of over 80% in size; some results filed as inactive show a strong effect at the top dose
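Activators of BRCA1 expression were detected as increased firefly luciferase luminescence in engineered MCF7 cells after 48 h compound incubation. Signals were scaled to genistein 10 microM as full activation.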
Rab9 promoter act: activators of Rab9 promoter | Huh7 Rab9 promoter-luciferase reporter, luminescence, 24 h | Potency, µM (doses to about 9.22 µM), for the others: top-dose activation, negative = inhibition, most hits filed as activators | 320,000 tested, 2.8% active | AID 485297; note: potency is the fitted concentration of half-maximal effect; % of control where 0% means no effect; nearly all actives have a fitted effect of over 60% in size
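Steps: seed 1500 Huh7 Rab9-luc cells per well, rest 2 h at 37 °C; add compound in DMSO; incubate 24 h; add luciferase reagent, 10 min ambient; read luminescence.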
RORgamma inh: ROR gamma (mouse) transcription inhibition; P51450; Drosophila S2 Gal4-RORgamma UAS-luciferase reporter, 20 h; Potency, µM (top dose mostly 53.6 µM), for the others: top-dose activity change, negative = inhibition, usual class: inhibitors; 310,000 tested, 5.4% active; AID 2551; note: potency is the fitted concentration of half-maximal effect; % is set by controls: 0 for no effect and ±100 for the full control effect; nearly all actives have a fitted effect of over 60% in size
Target sequence (P51450 whole entry, looked up, the tested form may be a part): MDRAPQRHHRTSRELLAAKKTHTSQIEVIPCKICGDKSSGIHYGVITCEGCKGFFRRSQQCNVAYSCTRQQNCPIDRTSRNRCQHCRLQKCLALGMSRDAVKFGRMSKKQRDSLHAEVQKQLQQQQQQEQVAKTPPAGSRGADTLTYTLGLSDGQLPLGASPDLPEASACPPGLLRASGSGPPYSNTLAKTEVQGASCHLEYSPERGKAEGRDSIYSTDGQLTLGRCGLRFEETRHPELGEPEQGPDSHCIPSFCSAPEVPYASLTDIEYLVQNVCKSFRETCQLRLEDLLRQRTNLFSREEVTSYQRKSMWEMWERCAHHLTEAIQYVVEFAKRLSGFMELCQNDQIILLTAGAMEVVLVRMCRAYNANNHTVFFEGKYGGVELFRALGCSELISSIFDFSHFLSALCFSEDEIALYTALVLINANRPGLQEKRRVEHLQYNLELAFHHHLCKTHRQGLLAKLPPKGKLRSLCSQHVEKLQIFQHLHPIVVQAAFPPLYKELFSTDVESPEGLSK
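Drosophila Schneider cells stably carrying a metallothionein-driven Gal4 DBD–ROR gamma fusion and a UAS-Photinus luciferase reporter were exposed to compound for 1 hr, then induced with copper sulfate (700 uM final) for 20 hr at ambient temperature before luminescence reading.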
ELG1 genotox: genotoxicity induction in ELG1-luciferase HEK293T cells; 330,000 tested, 1.3% active; Potency, µM (series often up to 46 µM), without a hit: at the highest dose activity change, positive = activation, actives largely listed as activators; HEK293T ELG1-luciferase reporter, luminescence, 16 h; note: potency is the fitted concentration of half-maximal effect; % of control where 0% means no effect; nearly all actives have a fitted effect of over 60% in size
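Cells (2,000/well) expressing the ELG1-luciferase fusion are dosed by pin tool and kept 16 hr at 37 °C, 5% CO2. Signal comes from ONE-Glo luciferase reagent after 30 min at room temperature.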
NPC1 prom act: activates the NPC1 promoter. Huh7 NPC1 promoter luciferase reporter, 24 h. Potency, µM (series often up to 9.22 µM), without a hit: at the top dose activation, actives largely listed as activators. 320,000 tested, 2.4% active. AID 485313;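 note: potency is the fitted concentration of half-maximal effect; % of control where 0% means no effect; nearly all actives have a fitted effect of over 60% in size; reporter is driven by a mutant NPC1 promoter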
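Luminescence read-out of NPC1 promoter-driven luciferase in stably transfected Huh7 cells; compounds delivered in DMSO and left 24 h at 37C, 5% CO2, qHTS titration format.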
PKM2 act: activators of human pyruvate kinase M2. P14618. purified PKM2, Kinase-Glo ATP luminescence, activation; response scale: 0% is enzyme alone, no compound. Potency, µM (highest dose often 57.5 µM), without a hit: at the top dose activation, hits mostly activators. 260,000 tested, 0.34% active; note: potency is the fitted concentration of half-maximal effect; % is set by controls: 0 for no effect and ±100 for the full control effect; nearly all actives have a fitted effect of over 55% in size
Target sequence (P14618 whole entry, looked up): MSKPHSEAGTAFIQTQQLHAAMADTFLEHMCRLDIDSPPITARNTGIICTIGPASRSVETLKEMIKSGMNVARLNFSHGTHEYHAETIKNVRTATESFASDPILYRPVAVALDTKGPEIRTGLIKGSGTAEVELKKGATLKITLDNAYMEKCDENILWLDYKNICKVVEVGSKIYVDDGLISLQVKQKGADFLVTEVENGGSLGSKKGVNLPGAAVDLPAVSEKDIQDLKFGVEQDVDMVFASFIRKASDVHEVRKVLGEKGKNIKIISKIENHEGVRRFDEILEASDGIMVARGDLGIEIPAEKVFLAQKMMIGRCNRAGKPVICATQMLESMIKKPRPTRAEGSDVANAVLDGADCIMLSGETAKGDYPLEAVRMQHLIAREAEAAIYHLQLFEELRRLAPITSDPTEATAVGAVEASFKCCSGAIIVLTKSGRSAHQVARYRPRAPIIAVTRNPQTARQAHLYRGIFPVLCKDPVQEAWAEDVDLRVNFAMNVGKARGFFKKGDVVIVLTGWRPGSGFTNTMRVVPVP
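ATP formation by purified human PK-M2, quantified via coupled luciferase luminescence after 1 h at room temperature with 0.1 mM ADP and 0.5 mM PEP final.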
* hit, by the source's call; ? = inconclusive; nt = no result given; & = joins results of further samples; [ ] = another dose, or the depositor's remark. Unless noted, calls come from the whole dose curve; as a rule, active = well fitted curve in the direction sought with a large enough effect; inconclusive = small, poorly fitted or top-dose-only effect, or another doubt; inactive = no such curve, though single readings can be large; an effect the other way counts as inactive or inconclusive. Only part of the results is shown; count on the stated rates, not on these rows.

No. | smiles | Menin-MLL TR inh | Giardia kill | FLuc counter | Gal4-VP16 FLuc | p53 reactivator | BRCA1 expr act
1 | C=CCn1c(O)c(CN2CCCCC2)c(C)c(C#N)c1=O | 16% | 2 | -6% | -17% | 0% | -6%
2 | CN1CCc2c(sc3ncn4nc(-c5ccccc5O)nc4c23)C1 | nt | nt | ? | -1% | 12% | nt
3 | CN(CCc1cn[nH]c1)C(=O)CC1C(=O)NCCN1Cc1cccc(Oc2ccccc2)c1 (stereo not drawn) | ? | -7 | 0% | 3% | -2% | 0%
4 | S=C(Nc1ccccc1)Nc1nc2ccccc2n1CCOc1ccc(Br)cc1 | -22% | 31[activator] | 0% | 2.2µM* | 22µM* | -13%
5 | Cc1cc(CNC(=O)c2cc(-c3ccccc3)nc3ccccc23)nn1C | -10% | 2 | ? | -4% | 2% | -10%
6 | CC1(NC(=O)CSc2nnc(-c3ccco3)n2Cc2ccccc2)CCS(=O)(=O)C1 (stereo not drawn) | nt | 14 | 0% | nt | -2% | 6%
7 | CCOC(=O)c1ccccc1NC(=O)COC(=O)C1CCCC1 | nt | -20 | -7% | nt | -4% | -13%
8 | CC(C)CNS(=O)(=O)c1cc(C(=O)OC2CCOC2=O)c(Cl)cc1Cl (stereo not drawn) | -3% | 6 | 2% | 5% | 1% | -4%
9 | O=C(N/N=C/C(Cl)=C/c1ccccc1)c1ccccc1F | 16% | -9 | 12µM* | -15% | ? | 10µM*
10 | N#C/C(=C(/O)CCl)c1nc(-c2ccccc2)cs1 | nt | -4 | ? | -4% | 2% | -28%
11 | Cc1ccc(S(=O)(=O)N2CCCCC2)cc1NC(=O)COC(=O)C1(C)CC1(Cl)Cl (stereo not drawn) | nt | 1 | -3% | nt | 0% | -3%
12 | Cc1noc(C)c1COC(=O)c1cc(=O)[nH]c2ccccc12 | 1% | 4 | -1% | -1% | -1% | -11%
13 | COc1cc(-c2c(C#N)c(N)nc3c2CCCC3)ccc1O | 4% | 21 | 2% | -4% | -1% | -44%
14 | COc1ccc(CNC(=O)COc2ccc(F)cc2)cc1 | -5% | 16 | -7% | -12% | 0% | 0%
15 | CN1C2CCC1CC(NC(=O)c1ccc([N+](=O)[O-])cc1)C2 (stereo not drawn) | 1% | 0 | 2% | 7% | 3% | -9%

No. | Rab9 promoter act | RORgamma inh | ELG1 genotox | NPC1 prom act | PKM2 act
1 | -4% | -9% | 0% | -2% | nt
2 | 3% | -45% | 13% | 1% | -17%
3 | 0% | 16% | 0% | -3% | -4%
4 | -2% | 1.8µM* | ? | 0% | 2%
5 | -10% | 27% | -12% | 0% | -7%
6 | 0% | nt | 1% | -3% | nt
7 | -5% | nt | 0% | -1% | nt
8 | 2% | 5% | 3% | 2% | 0%
9 | ? | 39% | ? | ? | 1%
10 | 17% | -23% | 14% | 2% | -3%
11 | -8% | nt | -1% | -3% | nt
12 | 3% | 2% | 5% | -5% | -3%
13 | -17% | -17% | -1% | -2% | 1%
14 | -2% | 0% | 2% | -5% | 8%
15 | -4% | -3% | -3% | -3% | nt

Look-ups from above:
entry 15 @ Rab9 promoter act = -4%
entry 13 @ RORgamma inh = -17%
entry 11 @ p53 reactivator = 0%

More records.
No. | smiles | Menin-MLL TR inh | Giardia kill | FLuc counter | Gal4-VP16 FLuc | p53 reactivator | BRCA1 expr act
16 | O=C(Cn1cc(C(F)(F)F)cc(Cl)c1=O)Nc1ccc(N2CCOCC2)cc1 | ? | 4 | -5% | 0% | -5% | -3%
17 | CN(Cc1c(C(=O)N/N=C/c2cc(F)ccc2F)nnn1-c1nonc1N)C1CCCCC1 | ? | 1 | 1% | -9% | -6% | -5%
18 | COc1ccc(C(=O)NC(=S)Nc2ccc(CN3CCOCC3)cc2)cc1Br | 26% | 37[activator] | -5% | 18µM* | -9% | -84%
19 | Cc1ccc(S(=O)(=O)c2cc3ccccc3nc2N)cc1 | -2% | -4 | 0% | 6% | 1% | -10%
20 | CC(=O)c1ccc(NC(=S)NNC(=O)c2ccccc2[N+](=O)[O-])cc1 | ? | -9 | ? | 7% | 1% | 0%
21 | O=C(CN1C(=O)c2ccccc2S1(=O)=O)Nc1ncc([N+](=O)[O-])s1 | nt | -12 | 4% | nt | 1% | -13%
22 | Cc1cc(O)c(/C=N/Nc2ccccc2Cl)c(=O)o1 | 4% | -8 | ? | 2% | 13% | -10%
23 | CCCCN(C)C(=O)c1cn(-c2cccc(OC)c2)c(=O)c2ccccc12 | -12% | 10 | 0% | 0% | 0% | 11%
24 | CCn1ccnc1CN(C)Cc1cn(-c2ccc(C)cc2)nc1-c1cccc(C)c1 | ? | 3 | -13% | 10µM* | -3% | -54%
25 | O=C(Nc1ccc(-c2csnn2)cc1)C(Cl)(Cl)Cl | nt | 4 | -19% | -3% | 2% | 12%
26 | O=C(Nc1nc(-c2ccccc2)cs1)c1cccc([N+](=O)[O-])c1C(=O)O | 14% | 4 | -13% | 0% | -2% | 6%
27 | COc1ccc(NCC(O)Cn2cnc3c2c(=O)n(C)c(=O)n3C)cc1 (stereo not drawn) | -13% | -13 | -1% | -4% | -3% | -5%
28 | C=CCNC(=O)C1CC1(c1ccc(C)cc1)c1ccc(C)cc1 (stereo not drawn) | -13% | -14 | -5% | -6% | 10% | -43%
29 | CCCCN(CC)CCNC(=O)Cn1cnc2sc(C)c(S(=O)(=O)N3CCC(C)CC3)c2c1=O | -11% | -23 | 3%&-3% | -3% | 0% | -1%
30 | CCOC(=O)c1ccc(NC(=S)N(CCN2CCCCCC2)Cc2cccs2)cc1 | 1% | -21 | -1% | ? | 0% | -35%

No. | Rab9 promoter act | RORgamma inh | ELG1 genotox | NPC1 prom act | PKM2 act
16 | 2% | 42% | -2% | -6% | -3%
17 | 0% | 1% | 5% | -2% | nt
18 | -9% | 7.1µM* | -10% | 2% | -9%
19 | 4% | 31% | 1% | -1% | 17%
20 | -1% | -27% | 7% | 0% | -11%
21 | -3% | nt | -14% | 4% | nt
22 | 30% | -8% | ? | ? | -2%
23 | -1% | 24% | 1% | 3% | nt
24 | -2% | 1.6µM* | nt | -5% | -6%
25 | 0% | ? | 0% | 4% | 11%
26 | 0% | 0% | 3% | 3% | -8%
27 | -6% | 19% | 0% | 2% | 20%
28 | 1% | ? | -4% | -7% | -1%
29 | 0% | 1% | 14% | -5% | 0%
30 | -4% | 13µM* | -7% | -7% | 0%

In the list so far, 2 contain an NH in an aromatic ring:
No. | smiles | Menin-MLL TR inh | Giardia kill | FLuc counter | Gal4-VP16 FLuc | p53 reactivator | BRCA1 expr act
3 | CN(CCc1cn[nH]c1)C(=O)CC1C(=O)NCCN1Cc1cccc(Oc2ccccc2)c1 (stereo not drawn) | ? | -7 | 0% | 3% | -2% | 0%
12 | Cc1noc(C)c1COC(=O)c1cc(=O)[nH]c2ccccc12 | 1% | 4 | -1% | -1% | -1% | -11%

No. | Rab9 promoter act | RORgamma inh | ELG1 genotox | NPC1 prom act | PKM2 act
3 | 0% | 16% | 0% | -3% | -4%
12 | 3% | 2% | 5% | -5% | -3%

The results go on.
No. | smiles | Menin-MLL TR inh | Giardia kill | FLuc counter | Gal4-VP16 FLuc | p53 reactivator | BRCA1 expr act
31 | Clc1cncc(Cl)c1NNc1c2ccccc2nc2ccccc12 | ? | -10 | 1% | -3% | 0% | -14%
32 | CCCn1c2ccc(F)cc2c2nnc(SCCN3CCOCC3)nc21 | -9% | -7 | -8% | -10% | -5% | -2%
33 | Cc1ccccc1NC(=O)c1c(C)nc(SCC(=O)OCc2ccccc2)c(C#N)c1-c1ccc(F)cc1 | 11% | -21 | 0% | -7% | 2% | -52%
34 | CCc1nc(SCC(=O)Nc2ccc3c(c2)OCCO3)c2oc3ccccc3c2n1 | 12% | -16 | 3% | -9% | 3% | -33%
35 | Cc1cc(C)c(-n2c(O)c(C=NCCN3CCOCC3)c(=O)[nH]c2=O)c(C)c1 | nt | 0 | 0% | -1% | -1% | 14%
36 | CCCCCCCCCS(=O)(=O)Nc1cc(C)ccn1 | -5% | -19 | -2% | 2% | -3% | 11%
37 | CCc1ccc2nc(N=C(N)N)nc(C)c2c1 | ? | 0 | -2% | -21% | ? | -54%
38 | Cc1ccc2[nH]c(C(=O)N/N=C/c3ccccc3C(=O)O)c(-c3ccccc3)c2c1 | 36%[activator] | -14 | ? | -3% | -3% | -43%

No. | Rab9 promoter act | RORgamma inh | ELG1 genotox | NPC1 prom act | PKM2 act
31 | 0% | ? | 0% | -5% | -6%
32 | -2% | ? | -7% | -3% | nt
33 | -3% | 12% | -4% | -3% | -1%
34 | -3% | -25% | 2% | 0% | -4%
35 | 5% | 5% | 0% | -1% | -2%
36 | 1% | 44% | -1% | -1% | -11%
37 | -17% | -35% | -13% | -14% | -11%
38 | -11% | 15% | -3% | -3% | nt
